Mcl1 Noxa PPI – disrupts binding of human Mcl-1 to Noxa peptide. Q07820. TR-FRET Mcl-1/Noxa peptide binding, 2 h. 220,000 tested, 1.5% active. inhibition, % at 21.7 µM;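 active means compounds that cut the protein-peptide binding signal by more than 50% relative to plate controls in a single-dose test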;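 further: His-tagged Mcl-1 with rhodamine Noxa BH3 peptide and terbium anti-His antibody; 0% = Mcl-1 plus Noxa peptide wells and 100% = peptide-only wells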
Target sequence (Q07820 whole entry, looked up): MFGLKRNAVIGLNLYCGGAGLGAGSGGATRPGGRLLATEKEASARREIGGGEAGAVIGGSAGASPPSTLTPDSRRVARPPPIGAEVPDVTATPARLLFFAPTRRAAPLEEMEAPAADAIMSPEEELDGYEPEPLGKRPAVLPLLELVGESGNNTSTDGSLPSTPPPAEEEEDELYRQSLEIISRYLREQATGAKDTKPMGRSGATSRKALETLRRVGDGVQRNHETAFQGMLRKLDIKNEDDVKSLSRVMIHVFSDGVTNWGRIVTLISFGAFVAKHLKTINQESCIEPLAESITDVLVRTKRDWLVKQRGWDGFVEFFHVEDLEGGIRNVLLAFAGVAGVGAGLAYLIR
HRas wt GTP bind – changes GTP binding to wildtype human HRas; P01112; GST-Ras wt beads, Bodipy-FL-GTP binding, flow cytometry; actives lie on both sides; GTP binding activity, % at 10 µM; 190,000 tested, 0.14% active; AID 759;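 active means GTP binding activity at least 20% away from the 100% baseline, either lowered as inhibitor or raised as activator; inconclusive means flagged as likely green fluorescent, judged across all proteins in the well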;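 further: 0% = unlabeled GTP competition control and 100% = no-compound control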
Target sequence (P01112 whole entry, looked up): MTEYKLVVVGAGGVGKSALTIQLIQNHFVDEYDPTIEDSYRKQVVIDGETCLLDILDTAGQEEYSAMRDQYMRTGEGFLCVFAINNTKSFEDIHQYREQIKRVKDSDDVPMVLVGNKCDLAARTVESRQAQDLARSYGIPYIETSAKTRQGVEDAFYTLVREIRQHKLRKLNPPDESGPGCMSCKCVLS
Rac1 wt modul – alters GTP binding to wildtype human Rac1. P63000. GST-Rac1 beads, fluorescent GTP binding, flow cytometry; actives lie on both sides; 0 = cold GTP competed, 100 = untreated. AID 757. 190,000 tested, 0.27% active. GTP binding activity (% of control), % at 10 µM;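 active means GTP binding activity at least 20 points away from the 100% control level, either lower or higher; inconclusive means compound flagged as likely green fluorescent, judged across all proteins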
Mcl-1 Bim block – human Bim-Mcl-1 interaction inhibition. Bead-based flow cytometry, Bim peptide-Mcl-1 binding. AID 1009. 190,000 tested, 0.1% active. inhibition, % at 10 µM. Q07820; in the data active means inhibition above about 40%;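 further: 0% = no compound tracer wells and 100% = peptide blocker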
Cdc42 wt – human Cdc42 wildtype GTP binding change, either direction. P60953. GST-Cdc42 beads, Bodipy-GTP binding, flow cytometry; actives lie on both sides. percent activity (GTP binding), % at 10 µM. 190,000 tested, 0.2% active. AID 761;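 active means percent activity GTP binding at least 20 points away from the 100% baseline, either down as inhibitor or up as activator; inconclusive means compound flagged as likely green fluorescent from well-wide comparison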;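 further: median bead fluorescence of bound Bodipy-FL-GTP at 100 nM; 0% = excess unlabeled GTP control and 100% = no compound control; below 100% means less GTP binding so inhibitor and above means activator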
Pf gametocyte – inhibitors of late stage P. falciparum gametocyte viability | inhibition, % at 10.9 µM | P. falciparum stage V gametocytes, ATP luminescence, 24 h | 150,000 tested, 0.065% active;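 active means inhibition above the mean plus 3 SD of compounds within the control limits, set per campaign, cut at about 38% in these data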;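 further: 0% = DMSO wells and 100% = medium only without gametocytes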
Rab7 wt GTP bind – alters GTP binding to wildtype dog Rab7; GST-Rab7 beads, fluorescent GTP binding, flow cytometry; actives lie on both sides; untreated = 100%, excess cold GTP = 0%; 190,000 tested, 0.055% active; GTP binding activity (percent of control), % at 10 µM; AID 758;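 active means fluorescent GTP binding to Rab7 beads changed by at least 20 points from the 100% baseline, either direction, mostly lower; inconclusive means compound itself probably fluorescent, or too few beads counted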;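 further: median green fluorescence of bound Bodipy-FL-GTP per Rab7 bead population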
Rac1 act GTP bind – alters GTP binding to activated mutant human Rac1. P63000. percent activity (GTP binding), % at 10 µM. 190,000 tested, 0.11% active. GST-Rac1 activated beads, fluorescent GTP binding, flow cytometry; actives lie on both sides; 100% means binding = to untreated wells;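 active means GTP binding at least 20 percentage points away from the 100% baseline, in either direction, so actives lie on both sides; inconclusive means Compound likely fluorescent itself, or too few beads counted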
RGS8-Gao – human RGS8-Galphao interaction regulation | response (percent of control binding), % at 10 µM | AID 1423 | multiplexed bead flow cytometry, RGS8-Galphao binding; actives lie on both sides | P09471 | 220,000 tested, 0.34% active; in the data active means response below about 60% or above about 140%; inactive means in between;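 further: Galphao activated as the GDP aluminium fluoride complex binding bead-coupled RGS8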
Target sequence (P09471 whole entry, looked up): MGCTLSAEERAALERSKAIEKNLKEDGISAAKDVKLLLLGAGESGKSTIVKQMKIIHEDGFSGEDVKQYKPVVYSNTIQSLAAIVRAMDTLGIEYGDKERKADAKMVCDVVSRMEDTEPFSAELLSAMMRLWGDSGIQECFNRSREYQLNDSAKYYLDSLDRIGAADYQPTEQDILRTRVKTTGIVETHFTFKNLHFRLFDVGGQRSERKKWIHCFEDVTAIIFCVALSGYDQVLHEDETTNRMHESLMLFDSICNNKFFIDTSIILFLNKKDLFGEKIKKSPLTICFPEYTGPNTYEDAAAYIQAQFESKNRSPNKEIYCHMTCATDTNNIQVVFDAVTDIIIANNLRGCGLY
Mcl1 Bid PPI – Mcl-1/Bid interaction inhibition | TR-FRET Mcl-1/Bid-Dy647 peptide binding, 1536-well | inhibition, % at 21.7 µM | 220,000 tested, 0.97% active | AID 1021;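 active means compounds that cut the binding signal by more than half at the single screening dose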;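 further: His-tagged Mcl-1 with europium anti-His antibody binding Bid BH3 peptide; 0% = Mcl-1 plus peptide wells and 100% = peptide-only wells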
Rab2A wt mod – changes GTP binding to wildtype dog Rab2A, up or down | P61105 | GST-Rab2 wt beads, Bodipy-GTP binding, flow cytometry | GTP binding activity, % at 10 µM | 190,000 tested, 0.19% active | AID 760;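 active means GTP binding activity at least 20 points away from 100%, either lowered or raised; inconclusive means signal likely due to the compound's own green fluorescence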;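 further: 0% = beads with excess unlabeled GTP and 100% = no-compound control corrected for plate trend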
Numbers without * were called inactive; u = inconclusive; x = not tested or not shown.

SMILES,Mcl1 Noxa PPI,Rac1 act GTP bind,Rab2A wt mod,Rab7 wt GTP bind,Pf gametocyte,Mcl1 Bid PPI,Cdc42 wt,Mcl-1 Bim block,RGS8-Gao,Rac1 wt modul,HRas wt GTP bind
Nc1cc(C(=O)O)ccc1N1CCCCC1,-2.0,96.0,98.0,100.0,x,-49.6,96.0,-6.0,98.7,99.0,98.0
CCOCCCNC(=S)NC1CC2CCC(C1)N2Cc1ccccc1 (stereo not given),7.1,101.0,97.0,98.0,8.1,-55.7,97.0,-2.0,129.3,100.0,99.0
CCN(CC)CCOc1nnc(-c2ccc(C)cc2)c2ccccc12,-1.6,96.0,99.0,102.0,20.9,-0.1,100.0,3.0,102.2,111.0,104.0
Cc1cc(C)nc(NS(=O)(=O)c2ccc(Br)cc2)n1,8.6,94.0,95.0,95.0,x,23.4,98.0,-2.0,104.7,95.0,95.0
C=CCN1CC(c2nc3ccccc3n2CCOc2ccccc2)CC1=O (stereo not given),3.7,100.0,102.0,101.0,x,-14.7,102.0,0.0,107.3,103.0,102.0
CCOC(=O)c1cc(C)n(-n2cnnc2)c1C,-10.1,93.0,93.0,93.0,22.6,-21.7,94.0,0.0,99.2,97.0,96.0
Cc1ccc(OCc2n[nH]c(=S)n2-c2ccccc2)cc1,28.9,95.0,97.0,94.0,8.7,-26.2,94.0,3.0,100.2,97.0,98.0
COc1ccc(CCN2C(=O)CC(NCCc3ccc(S(N)(=O)=O)cc3)C2=O)cc1OC (stereo not given),7.3,99.0,97.0,100.0,x,-8.6,101.0,-3.0,101.1,103.0,101.0
O=C(N/N=C/c1cccnc1)c1ccc(CN2c3cccc4cccc(c34)S2(=O)=O)cc1,66.3*,92.0,95.0,102.0,-1.4,-13.4,95.0,0.0,101.1,95.0,96.0
N#CCC(=O)N/N=C/c1ccc(OCc2ccccc2)cc1,-1.1,94.0,96.0,100.0,2.4,-34.0,91.0,-7.0,99.5,94.0,95.0
COC(=O)C1=C(C(=O)OC)C2(OC1c1cccc(F)c1)C(=O)c1ccccc1C2=O (stereo not given),2.0,101.0,103.0,104.0,x,-37.4,104.0,1.0,94.4,104.0,104.0
CC(C)Sc1nnc(-c2c[nH]c3ccccc23)n1C,24.2,99.0,100.0,99.0,x,-20.2,99.0,0.0,103.8,98.0,99.0
COn1c(-n2nc(C)cc2C)nc2ccccc2c1=O,8.5,100.0,96.0,96.0,-0.9,-14.9,104.0,2.0,96.8,104.0,101.0
COC(=O)c1c(O)c2ccccc2[nH]c1=O,-10.9,97.0,98.0,100.0,-0.3,-50.4,96.0,2.0,102.7,101.0,100.0
O=C(Cn1c(=O)n(-c2ccccc2)c(=O)c2sccc21)NCc1ccccc1,8.9,96.0,97.0,101.0,7.9,-16.4,97.0,-2.0,99.2,99.0,98.0
COc1ccc(C(=O)NNC(=O)CCCCC(=O)NNC(=O)c2ccc(OC)cc2)cc1,-7.7,90.0,98.0,99.0,-5.3,-25.6,100.0,1.0,98.8,93.0,95.0
O=c1[nH]ccc2c([N+](=O)[O-])cccc12,22.8,97.0,98.0,94.0,-7.5,-34.1,98.0,4.0,103.1,94.0,93.0
COc1cc(S(=O)(=O)NC2CCCCC2C)ccc1-n1cnnn1 (stereo not given),14.2,93.0,97.0,101.0,x,-28.3,94.0,-2.0,102.3,95.0,95.0
CCOc1ccc(C2C=C(c3ccccc3)Nc3ncnn32)cc1 (stereo not given),12.2,100.0,109.0,108.0,x,-87.5,107.0,0.0,102.7,108.0,109.0
COc1cc(N2CCCC2)c(OC)cc1/C=C(/C#N)c1cccc(Br)c1,12.3,u,u,u,x,1.8,u,x,103.6,u,u
Cc1cc(C(=O)N/N=C2\CC(=O)CC(C)(C)C2)c(C)n1-c1ccc(F)cc1,-6.5,98.0,98.0,95.0,-5.9,-15.4,99.0,1.0,103.1,103.0,99.0
CCCCC(=O)NC(c1ccc([N+](=O)[O-])cc1)c1c(O)ccc2ccccc12 (stereo not given),24.0,95.0,95.0,97.0,-17.0,-20.2,98.0,x,99.7,100.0,97.0
CN(CCNC(=O)c1cccc(N2CCCC2=O)c1)Cc1ccccc1,-9.1,99.0,101.0,99.0,x,-43.9,104.0,-2.0,97.7,104.0,102.0
O=c1c2ccccc2c(=O)n(Cc2ccccc2)n1Cc1ccccc1,29.0,96.0,97.0,99.0,-8.7,28.5,98.0,13.0,91.1,98.0,96.0
COCCNC(=O)CSc1nc2nc(C)cc(C)n2n1,3.8,101.0,107.0,104.0,2.5,-7.7,105.0,-2.0,100.5,113.0,105.0
COc1ccc(C(=O)Nc2cc(C)ccc2NC(=O)COc2ccccc2)cc1,8.3,93.0,95.0,93.0,x,13.7,93.0,-5.0,101.4,89.0,95.0
COCCCNC(=O)CCc1nc2cccnc2n1Cc1ccccc1,0.4,99.0,101.0,99.0,11.3,-11.3,101.0,-3.0,98.7,105.0,101.0
O=C(Nc1ccc(Br)cc1)c1cccnc1N1CCCCC1,0.0,96.0,93.0,93.0,x,-8.0,103.0,0.0,97.2,98.0,95.0
COc1cccc(C(=O)NN2CC(O)=C(c3nc4ccccc4n3C)C2=N)c1,14.2,95.0,96.0,95.0,x,-14.7,99.0,0.0,101.3,93.0,94.0
CCOC(=O)C1CCN(S(=O)(=O)c2ccc(Cl)cc2OC)CC1,-1.2,101.0,100.0,95.0,x,-7.2,104.0,3.0,101.6,105.0,100.0
CCOC(=O)c1cnn2c(N)c(C#N)cnc12,5.3,94.0,97.0,97.0,3.4,-18.6,91.0,0.0,99.8,95.0,96.0
COc1cc2c(cc1NC(=O)CN(C)Cc1cccc(OC)c1OC)oc1ccccc12,-8.3,101.0,99.0,97.0,-13.6,-11.1,99.0,-6.0,97.2,99.0,98.0
Cc1ccccc1C1NS(=O)(=O)N=C1N (stereo not given),1.1,100.0,101.0,99.0,-15.2,-24.5,102.0,-1.0,98.3,102.0,99.0
CC1(C)CC(=O)c2c(-c3cccnc3)n[nH]c2C1,-11.3,93.0,96.0,95.0,-1.2,-17.2,99.0,-2.0,101.4,97.0,97.0
Cc1ccc(-c2nn(CCC(=O)NCC3CCCO3)c(=O)c3ccccc23)cc1 (stereo not given),2.4,98.0,102.0,101.0,x,-11.6,102.0,-2.0,101.1,98.0,100.0
CC(C)C(C(=O)NCC1CCCO1)N(Cc1ccco1)C(=O)CNS(=O)(=O)c1ccc(F)cc1 (stereo not given),-2.4,u,u,u,3.7,-50.0,u,-4.0,97.5,u,u
O=C1C2C3C=CC(C4CC34)C2C(=O)N1/N=C/c1ccc(-c2ccc(Cl)cc2[N+](=O)[O-])o1 (stereo not given),37.2,100.0,102.0,101.0,-5.0,-2.3,104.0,0.0,100.8,105.0,104.0
CC(=O)NC(Cc1cc(C)ccc1C)C(=O)N1CCN(C(=O)Nc2ccc(C(C)=O)cc2)CC1 (stereo not given),-0.9,95.0,100.0,103.0,x,1.6,98.0,2.0,102.2,98.0,100.0
N#C/C(=C\c1cc2ccccc2nc1N1CCCCC1)C(N)=O,-6.7,100.0,101.0,97.0,23.7,-19.5,100.0,x,97.6,102.0,100.0
COC(=O)c1ccccc1NS(=O)(=O)c1ccc(NC(C)=O)cc1,2.3,97.0,98.0,103.0,-0.8,-1.0,98.0,-1.0,133.8,100.0,97.0
CCN(CC)S(=O)(=O)c1cc(NS(=O)(=O)c2cccc(C(=O)O)c2)ccc1C,15.9,94.0,95.0,95.0,-1.4,-9.6,95.0,-2.0,101.8,94.0,97.0
COC(=O)c1cc2nc(-c3ccccc3)cc(C)n2n1,10.4,96.0,95.0,95.0,-28.9,-15.0,96.0,4.0,99.3,98.0,96.0
C=CCn1c(N)nc2ccccc21,5.2,99.0,102.0,101.0,-23.4,-16.0,101.0,-4.0,99.6,104.0,100.0
Cc1ccc(-n2c(O)c(C=Nc3ccccc3-c3n[nH]c(=S)[nH]c3=O)c3ccccc3c2=O)cc1C,100.6*,85.0,89.0,91.0,-37.5,-94.1,90.0,-3.0,96.6,94.0,90.0
O=c1oc(-c2cccs2)nc2scc(-c3cccs3)c12,-7.8,u,u,u,-1.8,-15.3,u,9.0,99.6,u,u
COc1ccc(/C=C/C(=O)c2sc(-c3ccccc3)nc2C)cc1,13.1,96.0,96.0,98.0,-7.8,-2.5,98.0,-1.0,94.8,98.0,97.0
Cc1ccc(-n2nc(C)c3c2OC(N)=C(C#N)C3c2ccco2)cc1 (stereo not given),5.1,99.0,101.0,102.0,x,-19.0,105.0,1.0,98.2,102.0,102.0
O=C(Cc1ccc(-n2c(=O)c3ccccc3n(Cc3ccc(F)cc3)c2=O)cc1)NCC1CCCO1 (stereo not given),-1.9,98.0,102.0,101.0,-3.2,-5.2,101.0,0.0,81.7,102.0,102.0
COCCN(C(=O)CSc1nncn1-c1ccccc1)c1c(N)n(Cc2ccccc2)c(=O)[nH]c1=O,9.3,100.0,99.0,99.0,3.9,-23.1,102.0,-5.0,101.8,104.0,101.0
CCCN(CCC)C(=O)NC1CC(=O)N(c2ccc(OC)cc2)C1 (stereo not given),-1.8,98.0,99.0,102.0,-30.0,5.7,101.0,-5.0,102.4,102.0,99.0
O=C(NC1CCCC1)C(c1ccc(F)cc1)N(Cc1ccc(Cl)cc1)C(=O)CCl (stereo not given),18.6,99.0,96.0,97.0,-4.9,-17.4,97.0,-3.0,99.6,104.0,99.0
Cc1ccc(NC(=O)C(=O)NCc2ccc(/C=N/NC(=O)c3c(C)nc4ccccn34)o2)cc1,-4.3,98.0,97.0,99.0,-3.5,-18.1,96.0,0.0,98.4,100.0,98.0
COc1ccccc1C(=O)Nc1ccc(S(=O)(=O)N2CCOCC2)cc1,-8.1,99.0,97.0,97.0,4.7,-0.5,100.0,-5.0,100.2,100.0,99.0
Cc1sc(NC(=O)c2cc(-c3ccc(Cl)cc3)nc3ccccc23)c(C(N)=O)c1C,76.7*,101.0,104.0,102.0,16.8,76.9*,102.0,1.0,98.6,102.0,104.0
CCCCNC(=O)Cc1ccc(C)cc1,4.0,99.0,98.0,98.0,1.2,2.9,105.0,-7.0,99.6,106.0,99.0

High-throughput results from PubChem BioAssay.
